Compound activity deposited in PubChem by The Scripps Research Institute Molecular Screening Center.
M1 PAM: human M1 muscarinic receptor positive allosteric modulators, primary screen, CHO-K1 cells, Fluo-8 calcium fluorescence, 1536-well | Muscarinic acetylcholine receptor M1 (Homo sapiens), P11229 | CHO-K1 hM1, ACh EC20; 0% = ACh EC20, 100% = maximal ACh | activation, % at 3 µM | 0.088% of 360,000 active | AID 588819, 2011; in the data active = activation above about 19%, passing the limit was not always enough
Target sequence (P11229 whole entry, looked up): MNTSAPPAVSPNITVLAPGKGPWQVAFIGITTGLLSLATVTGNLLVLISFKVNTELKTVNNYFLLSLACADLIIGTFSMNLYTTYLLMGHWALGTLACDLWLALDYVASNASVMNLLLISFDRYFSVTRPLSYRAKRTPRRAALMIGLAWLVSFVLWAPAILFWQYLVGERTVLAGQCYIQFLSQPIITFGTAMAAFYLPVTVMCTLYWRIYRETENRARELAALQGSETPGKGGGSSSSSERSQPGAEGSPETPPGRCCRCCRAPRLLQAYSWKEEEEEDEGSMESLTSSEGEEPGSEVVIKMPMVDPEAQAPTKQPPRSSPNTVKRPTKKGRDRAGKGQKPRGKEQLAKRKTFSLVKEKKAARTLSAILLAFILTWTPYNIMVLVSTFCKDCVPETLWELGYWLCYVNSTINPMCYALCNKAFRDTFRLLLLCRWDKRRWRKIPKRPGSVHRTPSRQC
OXTR potentiate: human OXTR potentiators, primary screen, fluorescence, CHO-OTR cells, Fluo-8 calcium | Oxytocin receptor (Homo sapiens), P30559 | Fluo-8 calcium fluorescence, potentiator mode; 0% = oxytocin EC15, 100% = EC100 | activation, % at 3 µM | 0.061% of 320,000 active | AID 2445, 2010;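 active = activation above that plate's cutoff, the mean activation of tested compounds plus 3 SD, cut at about 6.6% in these data, passing the limit was not always enough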;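 also: 100% uses oxytocin at 75 nM as the full agonist control; some results filed as inactive read as strong as hits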
Target sequence (P30559 whole entry, looked up): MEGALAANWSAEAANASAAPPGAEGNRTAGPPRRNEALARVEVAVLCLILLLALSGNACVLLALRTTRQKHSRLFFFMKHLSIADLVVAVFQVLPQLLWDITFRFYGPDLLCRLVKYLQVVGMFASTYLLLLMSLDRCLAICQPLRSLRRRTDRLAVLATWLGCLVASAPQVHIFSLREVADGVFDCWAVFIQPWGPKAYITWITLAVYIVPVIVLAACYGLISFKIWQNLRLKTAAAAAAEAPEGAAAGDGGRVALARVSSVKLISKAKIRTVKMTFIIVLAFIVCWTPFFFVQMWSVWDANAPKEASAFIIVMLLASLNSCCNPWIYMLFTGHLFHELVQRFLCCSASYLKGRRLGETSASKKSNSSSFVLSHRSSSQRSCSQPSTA
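assay system = CHO-OTR cells, human receptor | schedule = compound 6 min at room temperature before oxytocin, 100 s read | detection = Fluo-8 intracellular calcium fluorescence, ex 470-495, em 515-575 nm | evaluation = normalized max/min fluorescence ratio, % activation | control set = EC15 oxytocin alone as 0%, 75 nM oxytocin (EC100) as 100%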
CHO parental Ca: ATP-evoked calcium signal inhibitors, parental CHO, primary screen, counter-screen for OX1R antagonist project, cell-based, fluorescence, Fluo-8 calcium dye | parental CHO-K1, ATP-induced calcium, Fluo-8 fluorescence | inhibition, % at 5.6 µM | 0.63% of 330,000 active;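 active = inhibition above that plate's mean sample inhibition plus 3 SD, cut at about 26% in these data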;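 also: 0% = ATP-challenged DMSO wells and 100% = DMSO wells without ATP; some compounds past the cut are filed as inactive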
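Material – parental CHO cells · Reagent – ATP stimulus · Compound – single nominal dose of 5.6 µM per compound · Detection – Fluo-8 fluorescence · Read-out basis – percent inhibition of calcium signal · Controls – ATP-challenged DMSO wells low, unchallenged DMSO wells high · Repeats – no replicates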
M1 ag parental: counter-screen for M1 agonists: effect in parental CHO-K1 cells | activation, % at 3 µM | 0.48% of 360,000 active | Fluo-8 calcium fluorescence; scaled to maximal ATP response, vehicle zero; in the data active = activation above about 15%;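 also: untransfected CHO-K1 host cells lacking M1 receptor as counterscreen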
M4 ag: human M4 muscarinic receptor agonists, primary screen, CHO-K1 cells, Fluo-8 calcium fluorescence | CHO-K1 hM4/Gqi5; vehicle 0%, full acetylcholine response 100% | activation, % at 3 µM | 0.14% of 360,000 active | AID 624127, 2012;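 active = activation above the run mean over all test wells plus 3 SD, cut at about 32% in these data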;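 also: peak over basal fluorescence ratio per well then scaled between controls; 0% = DMSO wells and 100% = acetylcholine at EC100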
M1 ag: human M1 muscarinic receptor agonists, primary screen, Fluo-8 calcium fluorescence, CHO-K1 cells, HTS | Muscarinic acetylcholine receptor M1 (Homo sapiens), P11229 | CHO-K1 hM1, agonist mode; 0% DMSO, 100% acetylcholine EC100 | activation, % at 3 µM | 0.33% of 360,000 active;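 active = activation above the run's mean compound activation plus 3 SD, cut at about 16% in these data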;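 also: peak over basal fluorescence ratio within a 140 s kinetic read after compound addition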
CHRM4 antagonist: human M4 muscarinic receptor antagonists, primary screen, CHO cells, Fluo-8 calcium fluorescence; 0.73% of 360,000 active; Muscarinic acetylcholine receptor M4 (Homo sapiens), P08173; inhibition, % at 3 µM; CHO-hM4 cells, ACh EC80;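 active = inhibition above its plate's cutoff, the mean inhibition of sample wells plus 3 SD, cut at about 27% in these data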;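 also: 0% = acetylcholine EC80 with DMSO and 100% = DMSO without agonist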
M1 antag: human M1 muscarinic receptor antagonists, primary screen, CHO-K1 cells, Fluo-8 calcium fluorescence, 1536-well | 1.3% of 360,000 active | inhibition, % at 3 µM | Muscarinic acetylcholine receptor M1 (Homo sapiens), P11229 | AID 588852, 2011 | CHO-K1 hM1, ACh EC80 antagonist;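 active = percent inhibition above its own plate's cutoff, namely the mean of that plate's compound wells plus 3 SD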;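 also: peak over basal fluorescence ratio during 140 s after agonist addition; 0% = ACh EC80 plus DMSO and 100% = DMSO alone without agonist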
CHO-K1 Ca antag: M1 antagonist counterscreen hit in parental CHO-K1 cells. ATP-induced calcium, Fluo-8 fluorescence. inhibition, % at 3 µM. 0.6% of 360,000 active. AID 602250;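 active = inhibition above a per-plate cutoff, the plate's mean sample inhibition plus 3 SD, cut at about 24% in these data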;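 also: 0% = DMSO plus EC80 ATP and 100% = DMSO alone without ATP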
Active calls of the source: *.

How did Cc1ccc2nc(SCC(=O)N3CCCC3)[nH]c2c1 do in these assays?
M1 PAM: 12; OXTR potentiate: -4; CHO parental Ca: -10; M1 ag parental: 2.2; M4 ag: 0; M1 ag: -5; CHRM4 antagonist: 7; M1 antag: -13; CHO-K1 Ca antag: -10

What do the screens show for `COc1ccc(NC(=O)c2ccco2)cc1NC(=O)c1cccc(F)c1`?
M1 PAM: 13; M1 ag parental: 0.3; M4 ag: 2; M1 ag: 0; CHRM4 antagonist: 9; M1 antag: -10; CHO-K1 Ca antag: -4

How did COc1cc(CN(CC2CCCO2)C(=O)c2cccs2)cc(OC)c1OC (stereo not drawn) do in these assays?
M1 PAM: 7; OXTR potentiate: -9; CHO parental Ca: -26; M1 ag parental: 2.7; M4 ag: 8; M1 ag: 0; CHRM4 antagonist: -6; M1 antag: -13; CHO-K1 Ca antag: -6

Results for C=CCC[C@H](Cc1ccc(F)cc1)C(=O)OC[C@@H](C)NC(=O)[C@@H](CC=C)CC(=O)N[C@@H](CO)Cc1ccccc1 ?
M1 PAM: 17; OXTR potentiate: -6; CHO parental Ca: -18; M1 ag parental: -0.1; M4 ag: 0; M1 ag: -3; CHRM4 antagonist: 5; M1 antag: -18; CHO-K1 Ca antag: -11

Results for Cc1ccccc1OCCn1cnc2c(N)ncnc21 ?
M1 PAM: 13; OXTR potentiate: 2; CHO parental Ca: -1; M1 ag parental: 1.0; M4 ag: 5; M1 ag: 1; CHRM4 antagonist: 2; M1 antag: -7; CHO-K1 Ca antag: 6

Results for COc1ccc(S(=O)(=O)NCC(c2cccnc2)N2CCN(C)CC2)cc1C (stereo not drawn) ?
M1 PAM: 1; OXTR potentiate: -1; CHO parental Ca: 0; M1 ag parental: 1.1; M4 ag: 1; M1 ag: -10; CHRM4 antagonist: 3; M1 antag: -8; CHO-K1 Ca antag: -5

Results for O=C(Nc1ccc(-c2nc3cccnc3s2)cc1)C1CCCO1 (stereo not drawn) ?
M1 PAM: 6; OXTR potentiate: -5; CHO parental Ca: 0; M1 ag parental: 1.7; M4 ag: 5; M1 ag: -1; CHRM4 antagonist: -6; M1 antag: -12; CHO-K1 Ca antag: -11

Results for CC(=O)N1c2ccc(S(=O)(=O)N3CCCC(C(=O)N4CCCCC4)C3)cc2CC1C (stereo not drawn) ?
M1 PAM: -2; OXTR potentiate: -3; CHO parental Ca: -3; M1 ag parental: 1.3; M4 ag: 2; M1 ag: 0; CHRM4 antagonist: 6; M1 antag: 5; CHO-K1 Ca antag: -3

Results for CCOC(=O)c1c(C)[nH]c(C(=O)NCCN2CCOCC2)c1C ?
M1 PAM: -2; OXTR potentiate: 3; CHO parental Ca: -4; M1 ag parental: 0.3; M4 ag: 2; M1 ag: 2; CHRM4 antagonist: 7; M1 antag: -2; CHO-K1 Ca antag: -6

Results for Cc1ccc2cc(CCNC(=O)Cc3cccs3)c(=O)[nH]c2c1 ?
M1 PAM: 8; OXTR potentiate: 2; CHO parental Ca: -14; M1 ag parental: 2.5; M4 ag: 1; M1 ag: -2; CHRM4 antagonist: -8; M1 antag: -5; CHO-K1 Ca antag: -9

Results for CCOC(=O)c1c(Nc2nc(C)c(C(=O)NC)s2)sc(C)c1C ?
M1 PAM: 6; OXTR potentiate: -2; CHO parental Ca: -30; M1 ag parental: 0.5; M4 ag: 1; M1 ag: -5; CHRM4 antagonist: -6; M1 antag: -11; CHO-K1 Ca antag: -15

Results for Oc1[nH]c2ccccc2c1N=NC(=S)NCCc1ccccc1 ?
M1 PAM: 4; OXTR potentiate: 0; CHO parental Ca: -7; M1 ag parental: 0.5; M4 ag: 0; M1 ag: -7; CHRM4 antagonist: -11; M1 antag: -13; CHO-K1 Ca antag: 0

How did COCCNC(=O)Cc1ccc(F)cc1 do in these assays?
M1 PAM: 13; OXTR potentiate: -7; CHO parental Ca: -6; M1 ag parental: 0.5; M4 ag: 0; M1 ag: -6; CHRM4 antagonist: 7; M1 antag: -13; CHO-K1 Ca antag: -12

What do the screens show for `COc1cc(C(C(=O)NCC2CCCO2)N(C(=O)Cn2nnc3ccccc32)c2ccc(OC)c(OC)c2)ccc1O` (stereo not drawn)?
M1 PAM: 5; OXTR potentiate: 3; CHO parental Ca: -7; M1 ag parental: 1.4; M4 ag: 1; M1 ag: -3; CHRM4 antagonist: -3; M1 antag: -7; CHO-K1 Ca antag: -8

Results for COC(=O)C(=NNc1c(C)n(C)n(-c2ccccc2)c1=O)C(=O)OC ?
M1 PAM: 11; OXTR potentiate: -3; CHO parental Ca: -3; M1 ag parental: 1.4; M4 ag: 1; M1 ag: -5; CHRM4 antagonist: 6; M1 antag: -6; CHO-K1 Ca antag: -2

How did N#C/C(=C\Nc1ccc(F)c(Cl)c1)S(=O)(=O)c1ccccn1 do in these assays?
M1 PAM: 5; OXTR potentiate: -3; CHO parental Ca: -14; M1 ag parental: 0.3; M4 ag: 0; M1 ag: -2; CHRM4 antagonist: -4; M1 antag: -13; CHO-K1 Ca antag: -8

Results for Cc1ccc(NC(=O)CSc2ccccc2NC(=O)c2ccccc2)cc1Cl ?
M1 PAM: 5; OXTR potentiate: -1; CHO parental Ca: -11; M1 ag parental: 0.1; M4 ag: 1; M1 ag: -6; CHRM4 antagonist: 5; M1 antag: -5; CHO-K1 Ca antag: 0

Results for COc1ccc(-c2cc(-c3ccc(F)cc3)nc(N3CCN(C)CC3)n2)cc1 ?
M1 PAM: 3; OXTR potentiate: -1; CHO parental Ca: -16; M1 ag parental: 0.6; M4 ag: 2; M1 ag: -7; CHRM4 antagonist: 8; M1 antag: -5; CHO-K1 Ca antag: -9

Results for O=C(NCCCN1CCCC1=O)C1CCN(S(=O)(=O)c2ccccc2)CC1 ?
M1 PAM: -1; OXTR potentiate: 8; CHO parental Ca: 6; M1 ag parental: 0.9; M4 ag: 1; M1 ag: -1; CHRM4 antagonist: 7; M1 antag: 7; CHO-K1 Ca antag: -4

How did C#CCOCCOCCOCCNc1nc(N2CCN(C(=O)[C@H]([C@@H](C)O)n3cc(CCCCN)nn3)CC2)nc(N2CCN(C(=O)[C@H](CCCCN)n3cc(CCC(=O)O)nn3)CC2)n1 do in these assays?
M1 PAM: 9; OXTR potentiate: 0; CHO parental Ca: -7; M1 ag parental: 0.0; M4 ag: 1; M1 ag: -1; CHRM4 antagonist: 0; M1 antag: -17; CHO-K1 Ca antag: -4

Results for O=C(Nc1nnc(-c2ccco2)o1)c1cccc(N2C(=O)CCC2=O)c1 ?
M1 PAM: 7; OXTR potentiate: -9; CHO parental Ca: -14; M1 ag parental: 0.2; M4 ag: 2; M1 ag: -1; CHRM4 antagonist: -4; M1 antag: -1; CHO-K1 Ca antag: -14

Results for COc1ccc(C(=O)/C(=C\N(C)C)n2nc(C)cc2C)cc1 ?
M1 PAM: 1; OXTR potentiate: -15; CHO parental Ca: -3; M1 ag parental: 3.0; M4 ag: 8; M1 ag: -3; CHRM4 antagonist: -14; M1 antag: -4; CHO-K1 Ca antag: -24

What do the screens show for `NS(=O)(=O)c1ccc(NC(=O)COC(=O)CCC2CCCCC2)cc1`?
M1 PAM: 0; OXTR potentiate: -1; CHO parental Ca: 5; M1 ag parental: 0.7; M4 ag: 3; M1 ag: 4; CHRM4 antagonist: -11; M1 antag: 0; CHO-K1 Ca antag: -9

Results for Cc1cc(C(=O)COc2cccc(-n3cnnn3)c2)c(C)n1-c1ccccc1 ?
M1 PAM: -13; OXTR potentiate: -8; CHO parental Ca: 9; M1 ag parental: 5.3; M4 ag: 11; M1 ag: -2; CHRM4 antagonist: 4; M1 antag: 12; CHO-K1 Ca antag: -1

Results for CCCCN(CC)CCCNC(=O)c1csc2c1CCCCC2 ?
M1 PAM: -8; OXTR potentiate: -8; CHO parental Ca: -18; M1 ag parental: -0.1; M4 ag: 0; M1 ag: -9; CHRM4 antagonist: 6; M1 antag: 14; CHO-K1 Ca antag: 18

How did O=C(O)C1CC(c2ccccc2)=NO1 (stereo not drawn) do in these assays?
M1 PAM: 2; OXTR potentiate: -6; CHO parental Ca: 8; M1 ag parental: 0.9; M4 ag: -1; M1 ag: -4; CHRM4 antagonist: 0; M1 antag: -3; CHO-K1 Ca antag: -14

Results for CN(C)S(=O)(=O)c1ccc(NCC2COc3ccccc3O2)c([N+](=O)[O-])c1 (stereo not drawn) ?
M1 PAM: 0; OXTR potentiate: -16; CHO parental Ca: -7; M1 ag parental: 1.2; M4 ag: 3; M1 ag: -2; CHRM4 antagonist: 3; M1 antag: 1; CHO-K1 Ca antag: 11

Results for O=c1c2cc(N3CCOCC3)ccc2[nH]c(=S)n1CC1CCCO1 (stereo not drawn) ?
M1 PAM: 1; OXTR potentiate: 2; CHO parental Ca: -12; M1 ag parental: 0.2; M4 ag: 1; M1 ag: -5; CHRM4 antagonist: 17; M1 antag: -1; CHO-K1 Ca antag: 2

How did CC(NC(N)=O)C(=O)Nc1ccc(Cl)c(S(=O)(=O)Nc2ccc(Cl)cc2)c1 (stereo not drawn) do in these assays?
M1 PAM: 2; OXTR potentiate: -10; CHO parental Ca: -14; M1 ag parental: -0.7; M4 ag: 1; M1 ag: -6; CHRM4 antagonist: 1; M1 antag: -7; CHO-K1 Ca antag: 6

Results for Cn1c(SCc2ccccc2Cl)nc(C(F)(F)F)cc1=O ?
M1 PAM: 5; OXTR potentiate: -5; CHO parental Ca: -4; M1 ag parental: -0.2; M4 ag: 0; M1 ag: -6; CHRM4 antagonist: 2; M1 antag: -4; CHO-K1 Ca antag: -7

How did CC(Oc1ccc(-c2ccccc2)c(F)c1)c1ccn(S(=O)(=O)c2ccc(Br)cc2)n1 (stereo not drawn) do in these assays?
M1 PAM: 1; OXTR potentiate: -14; CHO parental Ca: -11; M1 ag parental: 0.8; M4 ag: 0; M1 ag: -2; CHRM4 antagonist: 8; M1 antag: 4; CHO-K1 Ca antag: 2

Reprinted from the results shown for reference:
Results for CCCCN(CC)CCCNC(=O)c1csc2c1CCCCC2 ?
M1 PAM: -8; OXTR potentiate: -8; CHO parental Ca: -18; M1 ag parental: -0.1; M4 ag: 0; M1 ag: -9; CHRM4 antagonist: 6; M1 antag: 14; CHO-K1 Ca antag: 18

How did O=C(O)C1CC(c2ccccc2)=NO1 (stereo not drawn) do in these assays?
M1 PAM: 2; OXTR potentiate: -6; CHO parental Ca: 8; M1 ag parental: 0.9; M4 ag: -1; M1 ag: -4; CHRM4 antagonist: 0; M1 antag: -3; CHO-K1 Ca antag: -14
